Screens deposited in PubChem BioAssay by National Center for Advancing Translational Sciences (NCATS).
Pf Dd2 inh: qHTS Primary assay for Inhibitors of Plasmodium falciparum Dd2 growth in vitro | P. falciparum Dd2 growth, SYBR Green, 72 h | 4.3% of 120,000 active | Potency, µM (titrated, usually from 28.9 µM), without a hit: top-dose activity, negative = inhibition, most hits filed as inhibitors; active = well fitted inhibition curve with a large enough effect; inconclusive = small, poorly fitted or top-dose-only effect; inactive = no such curve, though single readings can be large or run the other way;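 note: plate controls were DMSO vehicle for no effect and reference drug for full effect; nearly all actives have a fitted effect of over 65% in size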
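Infected erythrocytes (Dd2, 0.3% parasitemia, 2.5% hematocrit final) are added to compound in RPMI-1640/Albumax II medium, grown 72 h at 37C in low oxygen, then lysed with saponin/Triton-X containing SYBR Green and read by fluorescence.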
* = called active by the depositor; i = inactive; u = inconclusive; [ ] = remark or other dose. Potency is the fitted concentration of half-maximal effect.

SMILES	Pf Dd2 inh
CCC(=O)N1c2ccc(S(=O)(=O)CCC(=O)NCc3ccc(OC)cc3)cc2CC1C (stereo unspecified)	i
Cc1ccc(C)c(NC(=O)Cn2c(=O)n(Cc3ccc4c(c3)OCO4)c(=O)c3ccccc32)c1	2%
COc1ccc(CNC(=O)CS(=O)Cc2nc(-c3ccc(OC)c(OC)c3)oc2C)cc1 (stereo unspecified)	-8%
O=C(NC1CCCCC1)C1CCN(c2cn[nH]c(=O)c2)C1 (stereo unspecified)	-5%
CCCCCCNC(=O)Cc1csc2nc(C)c(-c3cc(C)n(-c4ccccc4OC)n3)c(=O)n12	u
COc1ccccc1N1CCN(S(=O)(=O)c2ccc3c(c2)CCCN3C(C)=O)CC1	2%
O=C(COC(=O)c1cccc(NC(=O)c2ccc(Br)cc2)c1)c1ccc(Cl)cc1	-16%
COc1cccc(C(=O)N2CCC(c3nn(C)c(=O)[nH]3)CC2)c1	-1%[44.1 µM]
COc1ccccc1Cn1c(=O)[nH]c2cccnc21	i
CCOc1ccc(S(=O)(=O)N(CC(=O)NCCSc2ccccc2)c2ccccc2)cc1	37%[activator]
COCCN(CCOC)c1ncnc2c1c(-c1ccccc1)cn2-c1ccc(C)c(Cl)c1	11µM*
Cc1ccccc1C(=O)N1CCC2(CC1)N=C(c1cccc(Br)c1)NO2	i
COc1ccc(Cl)cc1NC(=O)CCC1CCCN(C(=O)CCCn2cncn2)C1 (stereo unspecified)	i
COc1ccc(Cn2c(C3CCN(C(=O)c4ccc(F)c(F)c4)CC3)n[nH]c2=O)cc1	u
CCC1(N2CCN(C(=O)c3cc(F)ccc3Cl)CC2)CCN(C(=O)NC)C1 (stereo unspecified)	-23%
Cc1ccc(S(=O)(=O)N[C@H]2CO[C@H]3[C@@H]2OC[C@@H]3Nc2nccc(C(C)(C)C)n2)cc1	i
CC(C)NC(=O)N1CCOC2(CCN(C(=O)Cc3ccc(O)cc3)CC2)C1	15%
COc1cc(OC)c(NC(=O)CCc2c(C)nc3c4c(C)cc(C)nc4nn3c2C)cc1Cl	6%
O=C(COc1ccccc1)N1CC2CC(C1)[C@H]1CCCC(=O)N1C2 (stereo partly specified)	-5%
O=C1NCCCCCCN(C(=O)COc2ccc(F)cc2)[C@H]2CCCC[C@@H]12	-18%
Cn1cccc1CN1CCCC2(C1)C(=NC1CCCCC1)NC(=O)N2c1cccnc1 (stereo unspecified)	u
COc1ccc(OCc2nc(C(=O)N3CCCC(C(C)(C)O)C3)co2)cc1 (stereo unspecified)	-4%
C#CCNC(=O)c1nc(-c2ccc([S+](C)(=O)[O-])cc2)c2ccccn12	u
N#C/C(=C\c1cc(Br)c(O)c(Br)c1)c1nc2ccccc2c(=O)[nH]1	-9%
CCCCN(CC)C(=O)CSc1nc2n[nH]c(C)c2c(=N)n1-c1ccc(CC)cc1	u
SMILES	Pf Dd2 inh
COc1ccccc1N1CCN(c2cc(C)nc3nc(-c4ccc(Cl)cc4)nn23)CC1	-22%
O=C(NCC1CCOCC1)c1cnc2n[nH]c(-c3ccccc3)c2n1	-17%[44.1 µM]
CNC(=O)[C@@H]1C[C@@H](N)CN1C(=O)c1ccc(OC)c(OC)c1OC	-17%
CN1Cc2ccc(Nc3ccccc3)nc2C(C)(C(=O)NCc2cccs2)C1 (stereo unspecified)	u
Clc1ccccc1-c1cc(C2CCN(Cc3cc4n(n3)CCNC4)CC2)[nH]n1	u
O=C(Nc1ccc(F)cc1F)c1cc(-c2ccc[nH]2)n[nH]1	i
O=C(Nc1cccc(-c2ccc(N3CCCC3)nn2)c1)Nc1c(F)cccc1F	-30%
CCOc1ccc(CCNC(=O)c2cc3c(=O)n(C)c4ccccc4c3n2C)cc1	u
Cc1ccc(CN2CCc3nc(C4CC4)nc(-c4ccc(O)cc4)c3C2)cc1	u
CCC1CCCCN1C(=O)c1ccc(-c2nnc3ccc(NC(=O)C4CCC4)cn23)cc1 (stereo unspecified)	u
CCC(Cc1ccccc1)NC(=O)CN1C(=O)COc2ccc(S(=O)(=O)N3CCCCCC3)cc21 (stereo unspecified)	0%
Cc1cc2nc3n(c(=O)c2n1CC(=O)Nc1ccc2c(c1)OCCO2)CCCCC3	-7%
CC(=O)N1CCC(C2CCN(Cc3cc(F)c(F)cc3F)C2)CC1 (stereo unspecified)	i
CCOc1ccccc1C(=O)N1CCC(CC(=O)NCc2ccccc2)C1 (stereo unspecified)	-10%
COc1cccc2cc(C(=O)Nc3ccc(F)c(F)c3)c(=O)oc12	33%[activator]
COc1ccc(-n2nc(C(=O)NCCc3ccc(OC)c(OC)c3)c3c4ccccc4n(C)c3c2=O)cc1	3.2µM*
COCCNC(=O)C1c2ccccc2C(=O)N(C2CCCC2)C12CCCC2 (stereo unspecified)	3%
CN1CCCC1CCNc1nccc(-c2cnn(-c3ccc(F)cc3)c2)n1 (stereo unspecified)	8.9µM*
COc1cc(NC(=O)C(CC(C)C)NS(=O)(=O)c2ccc3c(c2)CCN3C(C)=O)cc(OC)c1 (stereo unspecified)	i
COc1ccc(-n2nc(-c3ccccc3)n(CC(=O)N(C)CC(C)C)c2=O)cc1	-2%
CC(C)n1cc(CN2CCC(Oc3ccc(C(=O)NC4CCCC4)cc3Cl)CC2)cn1	-10%
N#Cc1cc2c(nc1SCC(=O)Nc1ccc(Cl)c(C(F)(F)F)c1)C1CCN2CC1	5µM*
CC(=O)c1ccc(NC(=O)CCc2c(C)nc3c(c2C)c(=O)n(C)c(=O)n3C)cc1	-19%
CS(=O)(=O)N(C1CCOCC1)C1CN(C(=O)c2c[nH]c3ccccc23)C1	-19%
COc1ccc(OC)c(CNS(=O)(=O)c2cc(-c3onc(C)c3C)ccc2C)c1	19%
SMILES	Pf Dd2 inh
Oc1ccccc1CN1CCC(O)(c2csc(CN3CCOCC3)n2)CC1	i
Cc1ccc(CN(C)Cc2ccccc2C(F)(F)F)cc1	-9%[44.1 µM]
Cc1cc(F)ccc1CN1CCC(CO)(CN2CCCC2)CC1	i
O=C1OCCCN1C1CCN([S+](=O)([O-])c2cccc(C(F)(F)F)c2)CC1	13%
Cc1ncsc1C(=O)N1CC(COc2ccccc2)C2(C1)CN(c1ccccc1)C2 (stereo unspecified)	i
Cc1nc(C)c(C(=O)N2CCCCCC2c2nnc(-c3ccccc3)o2)s1 (stereo unspecified)	-29%
O=C(COc1ccc(Cl)cc1Cl)Nc1cccc2cccnc12	11%
CCc1ccc(C2c3c(oc4ccc(F)cc4c3=O)C(=O)N2CCc2ccc(OC)cc2)cc1 (stereo unspecified)	u
Cc1ccsc1CN(C)C(=O)C1C2C(=O)N(c3ccc(F)cc3)C[C@@]23C=C[C@@H]1O3 (stereo partly specified)	-21%
COc1ccccc1-c1cn2c(n1)CO[C@@H](CNC1CCCC1)C2	i
O=C(Nc1ccc(F)c([N+](=O)[O-])c1)c1cccn(Cc2ccccc2)c1=O	-3%
Cc1ccccc1NC(=O)CCn1nc(-c2ccccc2)c2ccccc2c1=O	-23%
CC(C)(C)c1ccc(Oc2nc3ccccn3c(=O)c2/C=C(\C#N)c2nc3ccccc3[nH]2)cc1	38%[activator]
COc1ccc(CNC(=O)Cn2c(=O)oc3cc(S(=O)(=O)N4CCCC4)ccc32)cc1	-1%
Cn1cc(CN2CCN(C(=O)COc3ccc(F)cc3)CC2)ccc1=O	32%
COc1ccc(NC(=O)C2(C)CCCCC(=O)N2)cc1 (stereo unspecified)	u
O=C(Nc1cccc2ccccc12)O[C@@H]1CO[C@H]2[C@@H]1OC[C@@H]2NC(=O)c1cccs1	i
Cc1ccccc1C(=O)Nc1nc2c(s1)CC(C(C)(C)C)CC2 (stereo unspecified)	5.6µM*
CCc1ccccc1NC(=O)CCCSc1nc(-c2ccco2)cc(C(F)(F)F)n1	u
O=C1CC(c2noc(-c3cccs3)n2)CN1C1CCCCC1 (stereo unspecified)	-24%
COc1ccc(OCC(=O)Nc2ccc(C(=O)OCc3cc(=O)n4nc(C)sc4n3)cc2)cc1	-9%
Cc1ccc(-n2nc(-c3c(C)nc4scc(CC(=O)NC(C)c5ccccc5)n4c3=O)cc2C)cc1 (stereo unspecified)	-2%
COCCc1noc(-c2nc(-c3ccccc3F)no2)n1	-18%
COc1ccc2cc(C(=O)N3C[C@@H](Oc4ccccc4)C[C@H]3C(=O)N3CCOCC3)[nH]c2c1	-1%
O=c1[nH]nc2n1CCN(Cc1ccsc1)CC2	-2%

3 compounds picked at random from the list so far:
SMILES	Pf Dd2 inh
Clc1ccccc1-c1cc(C2CCN(Cc3cc4n(n3)CCNC4)CC2)[nH]n1	u
COc1ccc(CNC(=O)Cn2c(=O)oc3cc(S(=O)(=O)N4CCCC4)ccc32)cc1	-1%
Cn1cc(CN2CCN(C(=O)COc3ccc(F)cc3)CC2)ccc1=O	32%

Additional compounds follow:
SMILES	Pf Dd2 inh
CCCCC(=O)Nc1ccc(OCc2cc(=O)n3c(C)csc3n2)cc1	u
O=C(Nc1ccc2c(N3CCCCC3)ncnc2c1)c1ccsc1	7.1µM*
O=C(c1ccc2c(c1)OCO2)N1CC(c2noc(C3CCCN3CC3CC3)n2)C1 (stereo unspecified)	5µM*
O=C(CSc1nc2cc(C(=O)NC3CCCC3)ccc2c(=O)n1CC1CCCO1)c1cccc(Cl)c1 (stereo unspecified)	10µM*
COc1ccc(N2CCN(S(=O)(=O)c3c(C)nc4sc(C)cn4c3=O)CC2)cc1	-5%
CN(c1ccccc1)c1ccc2nnc(-c3cc(C(=O)Nc4ccn(C)n4)ccn3)n2n1	i
CC1=NS(=O)(=O)N(Cc2ccccc2)C=C1C(=O)OCc1nc(-c2ccccc2Cl)no1	u
CCC(CC)C(=O)N1CCC(Oc2nccnc2N(C)C)C1 (stereo unspecified)	-14%
CCNC(=O)N1CC(Oc2cccc(-c3nc(-c4ccccc4)no3)c2)C1	1.3µM*
CO[C@H]1C(=O)N(C2CCN(S(=O)(=O)Cc3ccccc3F)CC2)[C@H]1c1ccncc1	10%
CCN(CC)C(=O)Cn1c(=O)n(CCCCCC(=O)NCc2ccc(C)cc2)c(=O)c2sccc21	i
Cc1ccc(S(=O)(=O)c2nnn3c2nc(N2CCOCC2)c2sccc23)cc1C	-20%
CC(C)CCNC(=O)c1cc(Sc2ccc(F)cc2F)nc2ccccc12	0%
COc1ccc(C)cc1NC(=O)Cn1c(-c2ccc(F)cc2)nc(C)cc1=O	u
COc1cc(F)ccc1-c1cc(-c2ccc(=O)[nH]c2)c2cncn2c1	i
O=C(N[C@H](C1CCNCC1)C1CC(O)C1)c1ccccc1C(F)(F)F (stereo partly specified)	-5%
O=C1CCN(C(=O)c2cccc3[nH]ccc23)CCCCCCN1	-4%
Cc1nc(-c2cccc(Cl)c2)n(CC(=O)Nc2cccc(C(C)C)c2)c(=O)c1CCO	5µM*
Fc1ccc(C2Cn3nnc(-c4nc(-c5ccc(OC(F)(F)F)cc5)no4)c3CO2)cc1 (stereo unspecified)	u
Cc1ccc(CN2CCC3OCCN(Cc4ccccc4)C(=O)C3C2)o1 (stereo unspecified)	i
Cc1cccc(-c2noc([C@@H]3Cc4nc[nH]c4CN3C(=O)NC(C)C)n2)c1	u
COc1ccc(CCn2c3c(c(=O)[nH]c2=O)C(NC(=O)c2ccc(C(C)(C)C)cc2)(C(F)(F)F)C(=O)N3)cc1OC (stereo unspecified)	-3%
Cc1ccc2nccc(C(=O)N3CCn4nc(C(=O)N5CCCC5)cc4C3)c2c1	-3%
CCc1ccc(NC(=O)Cn2c(=O)n(-c3ccc(Cl)c(Cl)c3)c(=O)c3c(C)c(C)sc32)cc1	40%[activator]
Cc1cc(=O)n(CC(=O)Nc2ccc(C(C)C)cc2)c(N2CCOCC2)n1	u
SMILES	Pf Dd2 inh
O=S(=O)(NCc1ccc(F)cc1)c1ccc2[nH]c3c(c2c1)CCCCC3	2%
O=C(CC[C@H]1NC(=O)c2ccccc2NC1=O)Nc1n[nH]c(CCC2CCCC2)n1	-11%
Cc1nc(-c2c3n(c(=O)n(CC(=O)NCc4ccc(Cl)cc4)c2=O)CCCCC3)no1	23%
Cc1c(CN(C)C(=O)c2cc(-c3ccccc3)nc3ccc(Br)cc23)cnn1C	-29%
COc1ccc(-c2[nH]nc3ncc(C(=O)NCC4CCOCC4)nc23)c(C)c1	u
COc1ccc(OC)c(NC(=O)Cn2c(-c3ccc(Cl)cc3)nc(C)cc2=O)c1	29%
Cc1ccc(C(=O)NCC(=O)OCc2cc(=O)n3nc(C4CC4)sc3n2)cc1	13%
COc1ccc(-c2nc3ccccc3n2Cc2ccc(C(C)C)cc2)cc1	u
CC1CCN([C@@H]2[C@H](O)[C@H](CO)O[C@@H]2CNC(=O)c2cccc(F)c2)CC1	-23%[44.1 µM]

No new results follow: entries from further up.
SMILES	Pf Dd2 inh
O=C(c1ccc2c(c1)OCO2)N1CC(c2noc(C3CCCN3CC3CC3)n2)C1 (stereo unspecified)	5µM*
O=C(CSc1nc2cc(C(=O)NC3CCCC3)ccc2c(=O)n1CC1CCCO1)c1cccc(Cl)c1 (stereo unspecified)	10µM*
COc1ccc(N2CCN(S(=O)(=O)c3c(C)nc4sc(C)cn4c3=O)CC2)cc1	-5%

Structures shown so far that have an aryl thioether with sulfur outside any ring (6):
SMILES	Pf Dd2 inh
CCOc1ccc(S(=O)(=O)N(CC(=O)NCCSc2ccccc2)c2ccccc2)cc1	37%[activator]
CCCCN(CC)C(=O)CSc1nc2n[nH]c(C)c2c(=N)n1-c1ccc(CC)cc1	u
N#Cc1cc2c(nc1SCC(=O)Nc1ccc(Cl)c(C(F)(F)F)c1)C1CCN2CC1	5µM*
CCc1ccccc1NC(=O)CCCSc1nc(-c2ccco2)cc(C(F)(F)F)n1	u
O=C(CSc1nc2cc(C(=O)NC3CCCC3)ccc2c(=O)n1CC1CCCO1)c1cccc(Cl)c1 (stereo unspecified)	10µM*
CC(C)CCNC(=O)c1cc(Sc2ccc(F)cc2F)nc2ccccc12	0%

The list is partial; count on the stated rates, not on these rows.
